Screens: PubChem, Johns Hopkins Ion Channel Center
TRPC6 act – activates the mouse TRPC6 cation channel | Q61143 | HEK293-TRPC6 membrane potential dye fluorescence; active compounds read high | B-score at 10 µM | 0.13% of 310,000 active | AID 2550;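 active means B-score of the integrated fluorescence ratio above library mean plus 3 SD, and starting fluorescence ratio within library mean plus 5 SD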;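 further: higher score means more depolarization so channel activation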
MrgX1 ag – human MrgX1 receptor agonism, primary screen; MrgX1-HEK293 cells, Fluo-4 calcium fluorescence, agonist mode; active compounds read high; AID 588627; Q96LB2; B-score at 10 µM; 0.44% of 310,000 active;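 active means calcium response B-score plate-corrected fluorescence ratio at least 3 library SD, with starting fluorescence B-score inside 5 SD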
Target sequence (Q96LB2 whole entry, looked up): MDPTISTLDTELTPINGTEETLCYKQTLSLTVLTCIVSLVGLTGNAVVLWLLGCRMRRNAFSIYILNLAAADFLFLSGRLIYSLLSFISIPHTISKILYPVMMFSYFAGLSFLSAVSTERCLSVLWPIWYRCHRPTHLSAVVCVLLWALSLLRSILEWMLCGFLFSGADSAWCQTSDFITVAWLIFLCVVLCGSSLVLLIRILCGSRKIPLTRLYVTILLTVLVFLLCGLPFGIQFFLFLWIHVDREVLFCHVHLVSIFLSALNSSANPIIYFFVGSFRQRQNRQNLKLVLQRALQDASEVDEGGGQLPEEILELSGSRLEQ
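Assay system: MrgX1-expressing HEK293 cells / Amount: fifteen thousand cells per well / Doses: test compound in the initial addition of three / Timing: cells plated overnight, dye loaded 0.5 h 37 °C, 0.5 h room temperature / Technique: kinetic calcium dye fluorescence, Fluo-4 NW / Control set: positive and negative controls per plate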
TRPC6 inhibitor – blocks the mouse TRPC6 cation channel | AID 2553 | HEK293-TRPC6, membrane potential dye, ACh-evoked depolarization; active compounds read low | Q61143 | B-score at 10 µM | 1.1% of 310,000 active;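 active means B-score under library mean minus 3 SD, initial fluorescence not abnormally high, positive integrated signal ratio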;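 further: B-score derived from integrated fluorescence ratio over the kinetic read; more negative B-score means stronger inhibition of depolarization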
RGS4 block – human RGS4 inhibition. B-score at 10 µM. HEK293 M3R/RGS4 inducible, Fluo-4 calcium flux; active compounds read high; triggered by carbachol at its EC20. P49798. AID 463165. 0.45% of 310,000 active;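 active means B-score, a plate-corrected calcium signal, over three deviations above library mean, with baseline fluorescence within five deviations of library mean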;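 further: RGS4 expression induced by doxycycline in cells with stable M3 receptor; B-score is computed from the integrated fluorescence ratio over baseline after carbachol; higher B-score means a larger calcium signal and so more RGS4 inhibition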
Target sequence (P49798 whole entry, looked up): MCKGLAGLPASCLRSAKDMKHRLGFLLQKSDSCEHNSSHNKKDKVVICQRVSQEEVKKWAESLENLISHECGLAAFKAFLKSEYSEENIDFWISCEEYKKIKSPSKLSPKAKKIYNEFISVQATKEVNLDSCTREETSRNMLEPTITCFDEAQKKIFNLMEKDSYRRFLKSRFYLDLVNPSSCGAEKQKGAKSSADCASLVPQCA
TRPC4 block – TRPC4 (mouse) channel inhibition. Q9QUQ5. B-score at 10 µM. 0.39% of 300,000 active. HEK293 TRPC4beta/mu-opioid, DAMGO-evoked Fluo4 calcium flux; active compounds read low;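 active means B-score over 3 SD under the library average, no early fluorescence shift, positive overall ratio signal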
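Assay system: Stable TRPC4beta/mu-opioid receptor HEK293 cells | Reagent: DAMGO in two steps, submaximal then maximal | Compound dosing: Single concentration per test compound | Signal: Fluo4 Ca2+ flux fluorescence | Evaluation: Per-well B score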
ANO1 activ – activators or potentiators of mouse TMEM16A chloride channel. Q8BHY3. 0.3% of 340,000 active. HEK293 TMEM16A/YFP-H148Q/I152L, iodide quench fluorescence; active compounds read low. B-score at 10 µM;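 active means fluorescence-ratio B-score plate-corrected deviation score at least 3 library SD below zero, with starting fluorescence score within 5 deviations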;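 further: channel opened by trigger with iodide after compound preincubation; score built on the fluorescence ratio of max minus min over baseline; more negative score means more quench and so TMEM16A activation or potentiation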
TRPC4 agonist – opens the mouse TRPC4 cation channel; Q9QUQ5; HEK293 TRPC4beta/mu-opioid, Fluo4 calcium fluorescence; active compounds read high; B-score at 10 µM; 0.49% of 310,000 active; AID 2237;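 active means B-score above 5 SD of library B-scores, and initial fluorescence ratio not above library mean plus 5 SD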;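 further: positive B-score marks a calcium rise read as TRPC4 activation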
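Technique: kinetic Fluo4 calcium fluorescence; Test system: TRPC4beta and mu-opioid receptor HEK293 stable cells; Measure: B-scored integrated calcium fluorescence ratio; Benchmarks: low control buffer alone, high control maximal DAMGO; Schedule: 45 min room-temperature Fluo4 loading, 110 s read.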
MrgX1 antagonist – antagonists of human MrgX1 receptor; 1.3% of 310,000 active; B-score at 10 µM; MRGX1-HEK293 calcium flux, Fluo-4, BAM8-22 antagonism; active compounds read low;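 active means calcium-response B-score plate-corrected more than 3 library SD below zero, starting fluorescence within 5 deviations, no agonist response on first addition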;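 further: peak minus trough fluorescence over baseline after final BAM8-22 challenge near maximal dose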
ANO1 block – blocks the mouse calcium-activated chloride channel TMEM16A; normalized B-score (activity score, 25-100; higher = stronger inhibition) at 10 µM; 1.2% of 310,000 active; HEK293 TMEM16A/YFP iodide influx fluorescence, ionomycin; Q8BHY3;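 active means ratio plate-corrected score three or more library SD toward inhibition, starting fluorescence score within five deviations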;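 further: score derived from kinetic fluorescence span divided by baseline fluorescence per well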
TRPC4 potent – allosterically enhances the mouse TRPC4 cation channel | Q9QUQ5 | HEK293 TRPC4beta/mu-opioid, DAMGO EC20, Fluo-4 Ca2+ flux; active compounds read high | B-score at 10 µM | 0.42% of 310,000 active | AID 2227;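 active means B-score of calcium response area above 5 SD of library B-scores, with initial fluorescence ratio within 5 SD of library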;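 further: B-score of integrated fluorescence ratio over time as area under calcium response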
MrgX1 allo act – allosterically activates human MrgX1 receptor signaling. Q96LB2. MrgX1-HEK293, Fluo-4 calcium flux, FDSS; active compounds read high. B-score at 10 µM. 0.63% of 310,000 active. AID 588675;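 active means plate-corrected calcium response at least 3 library SD above typical, normal starting fluorescence, not activating the receptor alone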;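 further: compound read alongside a low EC10 to EC30 dose of BAM8-22 agonist; peak minus trough fluorescence over baseline measured at the second addition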
* = called active by the depositor; i = inactive; . = no result given. No enrichment for hits; overall some 5.8% were active at least once.

SMILES	TRPC6 act	MrgX1 ag	TRPC6 inhibitor	RGS4 block	TRPC4 block	ANO1 activ	TRPC4 agonist	MrgX1 antagonist	ANO1 block	TRPC4 potent	MrgX1 allo act
Cc1csc(=O)n1CC(=O)OC(C)C(=O)Nc1cccc(Cl)c1 (stereo not given)	i	i	i	i	i	i	i	i	i	i	i
COc1cccc(N2CCN(c3ccc4nnc(CCC(=O)Nc5cccc(C(C)=O)c5)n4n3)CC2)c1	i	i	i	i	i	i	i	i	i	i	i
Cc1ccc(-n2ncc3c(=O)n(CC(=O)N4CCCc5ccccc54)cnc32)cc1C	i	.	i	i	i	i	i	.	.	i	.
CCC(C)(C)NC(=O)C(c1ccccc1Cl)N(C(=O)CCC(=O)Nc1cc(C)on1)C(C)(C)C (stereo not given)	i	i	i	i	i	i	i	i	i	i	i
CC(=O)/C(N=Nc1nc2c([nH]1)c(=O)n(C)c(=O)n2C)=C(\C)O	i	i	i	i	i	i	i	i	i	i	i
c1ccc(-n2ncc3c(N4CCCCC4)ncnc32)cc1	i	i	i	i	i	i	i	i	i	i	i
CC(C)Sc1nc2ncnc(N)c2[nH]1	i	i	i	i	i	i	i	i	i	i	i
O=C(CN1CC(c2ccccc2)CC1=O)N/N=C/c1cc(Br)ccc1O (stereo not given)	i	i	i	i	i	i	i	i	i	i	i
CSc1ccccc1N1CCN(C(=O)Nc2ccc3c(c2)NC(=O)CO3)CC1	i	i	i	i	i	i	i	i	i	i	i
Cc1sc2nc(SCC(=O)NCCCO)n(-c3ccccc3)c(=O)c2c1C	i	i	i	i	i	i	i	i	i	i	i
Cc1ccc(S(=O)(=O)c2cc3c(=O)n4ccccc4nc3n(C)c2=N)cc1C	i	i	i	i	i	i	i	i	i	i	i
O=C(Nc1ccc2c(c1)OCO2)c1cc2ncc(Br)cn2n1	i	.	i	i	i	i	i	.	.	i	.
Cc1ccc(S(=O)(=O)NN2C(=O)c3ccccc3NC2c2ccccc2O)cc1 (stereo not given)	i	i	i	i	i	i	i	i	i	i	i
Cc1cc(C(=O)NN)n[nH]1	i	i	i	i	i	i	i	i	i	i	i
COc1ccccc1NC(=O)CCCN1C(=O)C(c2ccccc2)Oc2cccnc21 (stereo not given)	i	i	i	i	i	i	i	i	i	i	i
CC(Sc1nc(N)cc(=O)[nH]1)C(=O)Nc1cccc(Cl)c1 (stereo not given)	i	i	i	i	i	i	i	i	i	i	i
COc1ccc(CC(=O)Nc2ccccc2NC(=O)c2ccco2)cc1OC	i	i	i	i	i	i	i	i	i	i	i
CCOc1ccc(-c2cc(CCCC(=O)Nc3cccc(OC)c3)no2)cc1	i	i	i	i	i	i	i	i	i	i	i
CCn1c(-c2ccc(N)cc2)nc2ccccc21	i	i	i	i	i	i	71*	i	i	i	i
CCc1nn(CC(=O)N2CCC(C(N)=O)CC2)c(=O)c2cc3occc3n12	i	i	i	i	i	i	i	i	i	i	i
O=C(c1ccncc1)c1ccc(N2CCN(C3CC(=O)N(Cc4cccs4)C3=O)CC2)cc1 (stereo not given)	i	i	i	i	i	i	i	i	i	i	6.9*
CCc1ccc(S(=O)(=O)N2CC(=O)Nc3ccccc32)cc1	i	i	i	i	i	i	i	i	i	i	i
CN(CCCNC(=O)C1CCC(CNS(=O)(=O)c2ccccc2)CC1)Cc1ccccc1 (stereo not given)	i	i	i	i	i	i	i	i	i	i	i
CC1CC(c2ccccc2)n2nc(NC(=O)c3ccco3)nc2N1 (stereo not given)	i	i	i	i	i	i	i	i	i	i	i
CC(CCc1ccccc1)NC(=O)c1ccc(C(=O)NC(C)CCc2ccccc2)cc1 (stereo not given)	.	i	.	.	.	i	.	i	i	.	i
CCOc1ccc(C(=O)NCC(=O)OCc2cc(C(C)=O)ccc2OC)cc1	i	i	i	i	i	i	i	i	i	i	i
CN(C)C1=NC[C@H](Cc2ccccc2)N1CC1CCCCCC1	.	i	.	.	.	i	.	i	i	.	i
CCN(Cc1ccncc1)C(=O)c1cccc(S(=O)(=O)N2CCOCC2)c1	i	i	i	i	i	i	i	i	i	i	i
COc1ccc(OC)c(C(=O)CSc2nnc(-c3cccnc3)n2C)c1	i	i	i	i	i	i	i	i	i	i	i
CC1=C(CO)C(=O)OC([C@@H](C)C2CC[C@H]3C4C[C@H]5O[C@]56[C@@H](O)C=CC(=O)[C@]6(C)C4CC[C@]23C)C1 (stereo not given in full)	i	i	i	13*	i	i	i	i	i	i	i
C=CCN(c1ccccc1)S(=O)(=O)c1cccc(C(=O)Nc2cc(C)ccn2)c1	i	i	i	i	i	i	i	i	i	i	i
CS(=O)(=O)c1ccc2c(c1)sc1nc(=O)c(/C=C3/C=CC(=O)C(O)=C3)c(N)n12	i	i	i	i	i	i	i	i	i	i	28*
CCCCCOC(=O)Cc1c(C)nc(-c2ccccc2)[nH]c1=O	.	i	.	.	.	i	.	i	i	.	i
COC(=O)c1ccc(NC(=O)Nc2ccc(C)cc2)cc1	i	i	i	i	i	i	i	i	i	i	i
COC(C(=O)N/N=C(\C)CC(=O)Nc1ccc(Cl)cc1C)c1ccccc1 (stereo not given)	i	i	i	i	i	i	i	i	i	i	i
C/C(=N\NC(=O)C(N)=O)c1ccc(OC(F)F)cc1	i	i	i	i	i	i	i	i	i	i	i
CCNCc1ccc(OCc2ccccc2F)c(OC)c1	i	i	i	i	i	i	i	i	i	i	i
CCCS(=O)(=O)N1CCN=C1SCc1cccnc1	i	i	i	i	i	i	i	i	i	i	i
O=C(COC(=O)c1cc2ccccc2cc1O)c1ccccc1	i	i	i	i	i	i	i	i	i	i	i
CCOC(=O)C(NC(C)=O)(Nc1ccc(S(=O)(=O)Nc2onc(C)c2C)cc1)C(F)(F)F (stereo not given)	i	i	i	i	i	i	i	i	i	i	i
Cc1cc(C)cc(NC(=O)Cn2nnc(C(=O)NCc3ccc4c(c3)OCO4)c2N)c1	i	i	i	i	i	i	i	i	i	i	i
CCOc1ccc(S(=O)(=O)Nc2ccc(S(=O)(=O)N3CCCCC3)cc2)cc1	i	i	i	i	i	i	i	-5.3*	i	i	i
CN(Cc1cc2ccccc2[nH]c1=O)C(=O)c1cccs1	i	i	i	i	i	i	i	i	i	i	i
O=C1CSC(c2ccc(F)c(F)c2)N1c1ccccc1F (stereo not given)	i	i	i	i	i	i	i	i	i	i	i
CC(O)c1cc2c(cc1NC(=O)c1cnn3c1NC(c1ccco1)CC3C(F)(F)F)OCO2 (stereo not given)	i	i	i	i	i	i	i	i	i	i	i
N#Cc1cc2c(nc1SCc1ccccc1)CCCC2=O	i	i	i	i	i	i	i	i	i	i	i
CN(C)c1ccc(NC(=O)CN2CCN(c3ccc(F)cc3)CC2)cc1	i	i	i	i	i	i	i	i	i	i	i
O=C(CN1CCCCC1)Nc1cccc(Oc2ccccc2)c1	i	i	i	i	i	i	i	i	i	i	i
CCOC(=O)C1=NN(C(=O)c2ccco2)C2(CC2)C1	i	i	i	i	i	i	i	i	i	i	i
Cc1ccc(OCC(=O)N/N=C/c2cccn2C)cc1C	i	i	i	i	i	i	i	i	i	i	i
CC(C)/C=C(/C(=O)c1ccc(Cl)cc1Cl)n1cncn1	i	i	i	i	i	i	i	i	i	i	i
O=C(CSc1ccccc1)NCc1ccco1	i	i	i	i	i	i	i	i	i	i	i
Cc1sc2ncnc(N3CCC(C(=O)Nc4cc(S(C)(=O)=O)ccc4Cl)CC3)c2c1C	i	i	i	i	i	i	i	i	i	i	i
CCN(CC)S(=O)(=O)c1cccc(C(=O)NC(C(=O)Nc2nnc(C3CC3)s2)C(C)C)c1 (stereo not given)	i	i	i	i	i	i	i	i	i	i	i
COCCCNC(=O)/C=C1\Sc2ccccc2N(Cc2ccccc2F)C1=O	i	i	i	i	i	i	i	i	i	i	i
CC(C)CCNC(=O)C(=O)Nc1cc2c3c(c1)CCC(=O)N3CCC2	i	i	i	i	i	i	i	i	i	i	i
COc1ccc(NC(=O)CCCN2C(=O)CCC2=O)cc1Cl	i	i	i	i	i	i	i	i	i	i	i
O=C(Cn1cnc2cc([N+](=O)[O-])ccc2c1=O)Nc1ccc(Br)cc1	i	i	i	i	i	i	i	i	i	i	i
N#C/C(=C(/O)c1ccc(Cl)cc1)c1nc2ccccc2[nH]1	i	i	i	i	i	i	i	i	i	i	i
Cc1ccc(C)n1-c1ncn[nH]1	i	i	i	i	i	i	i	i	i	i	i
Other structures.
SMILES	TRPC6 act	MrgX1 ag	TRPC6 inhibitor	RGS4 block	TRPC4 block	ANO1 activ	TRPC4 agonist	MrgX1 antagonist	ANO1 block	TRPC4 potent	MrgX1 allo act
COC(=O)c1ccc(OC(=O)CCc2cc(OC)c(OC)c(OC)c2)cc1	i	i	i	i	.	i	i	i	i	i	i
O=C1CC2(CCCCCC2)Oc2ccc(Cl)cc21	i	i	i	i	i	i	i	i	i	i	i
Cc1ccc(N(CC(=O)Nc2ccc(S(=O)(=O)N3CCOCC3)cc2)S(C)(=O)=O)cc1C	i	i	i	i	i	i	i	i	i	i	i
CCOC(=O)c1cc(C(=O)OCC)c(=O)[nH]c1C	i	i	i	i	i	i	i	i	i	i	i
Cn1c(SCC(=O)O)nc2ccccc2c1=O	i	i	i	i	i	i	i	i	i	i	i
c1ccc(CN2CN=C(Nc3nc4ccccc4s3)NC2)cc1	i	i	i	i	i	i	i	i	i	i	i
CCc1ccc(-c2nc(CN3CCC(C(=O)NCc4ccccc4OC)CC3)c(C)o2)cc1	i	i	i	i	i	i	i	i	i	i	i
CN1CCN(c2ccc(S(=O)(=O)N3CCCCC3)cc2NC(=O)Cc2c(F)cccc2Cl)CC1	i	i	i	i	i	i	i	i	i	i	i
CN(Cc1c(C(=O)N/N=C/c2ccc(O)cc2)nnn1-c1nonc1N)c1ccccc1	i	i	i	i	i	i	i	i	i	i	i
O=C(COc1ccc(Cl)cc1)NC1CCSC1=O (stereo not given)	i	i	i	i	i	i	i	i	i	i	i
